Source: PubChem (several laboratories)
CYP2C9 activ: activators of human CYP2C9; recombinant CYP2C9, luciferin-H conversion, luminescence; active compounds read high; factor 1 = untreated enzyme, 0 = blocked; activation factor at 5 µM; 96,000 compounds, 1.4% hits; AID 1024;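 active = activation factor of 2 or more for CYP2C9 at a 5 µM dose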;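 note: 0 = sulfaphenazole-blocked wells and 1 = vehicle-only wells; values of inactives mirror those of a sister screen read the other way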
E coli WT exp: E. coli BW25113 growth inhibition, expanded screen | OD600 absorbance | growth inhibition, % at 100 µM | 98,000 compounds, 0.15% hits | AID 710;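 active = growth inhibition above about 50% at one test dose, limit read from the data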;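 note: growth measured after 20 h incubation at 37 °C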
CYP2C19 activ: cytochrome P450 2C19 (human) activation | P33261 | recombinant CYP2C19, luciferin-H EGE luminescence; active compounds read high; 0 = fully inhibited enzyme, 1 = untreated enzyme | activation factor at 5 µM | 96,000 tested, under 10 active | AID 1025;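 active = activation factor of at least 2 at 5 µM in the primary screen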;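 note: 0 = wells with 2.5 mM tranylcypromine and 1 = vehicle-only wells; values of inactives mirror those of a sister screen read the other way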
CYP2C9 inh: inhibitors of human CYP2C9. P11712. CYP2C9 Supersomes, luciferin-H conversion, luminescence. inhibition, % at 5 µM. 96,000 compounds, 20% hits;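 active = blocking of liver enzyme CYP2C9 beyond about 50% at 5 µM, limit read from the data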; note: values of inactives mirror those of a sister screen read the other way
PostGolgi yeast: growth inhibition of a yeast mutant, post-Golgi transport screen; 98,000 compounds, 0.9% hits; inhibition, % at 10 µM; AID 739; post-Golgi transport phenotypic cell assay; in the data active = inhibition above about 30%;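 note: yeast cells grown in 1536-well plates; yeast grown about 18 h at 30C before absorbance read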
CYP2C19 inhib: inhibitors of human CYP2C19. P33261. CYP2C19 Supersomes, luciferin-H EGE luminescence, 30 min. inhibition, % at 5 µM. 96,000 compounds, 21% hits. AID 778;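 active = CYP2C19 inhibition above a set limit at 5 µM in the primary screen, cut at about 50% in these data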;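 note: plate controls were negative control wells for no effect and 2.5 mM tranylcypromine positive control for full effect; values of inactives mirror those of a sister screen read the other way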
PLAP act: activates human placental alkaline phosphatase; P05187; purified PLAP enzyme, luminescent substrate read-out; active compounds read high; activation fold at 20 µM; 96,000 compounds, 1.2% hits; AID 696; in the data active = activation fold above about 2
EphB4 ephrin blk: antagonists of human EphB4-ephrin-B2 interaction | P54760 | EphB4 LBD / TNYL-RAW-Alexa532 peptide, fluorescence polarization | 97,000 compounds, 0.15% hits | inhibition, % at 7 µM;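 active = inhibition above the screen-wide mean inhibition plus 3 SD, cut at about 15% in these data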;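 note: 0% = DMSO wells and 100% = excess unlabeled TNYL-RAW peptide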
Target sequence (P54760 whole entry, looked up, the tested form may be a part): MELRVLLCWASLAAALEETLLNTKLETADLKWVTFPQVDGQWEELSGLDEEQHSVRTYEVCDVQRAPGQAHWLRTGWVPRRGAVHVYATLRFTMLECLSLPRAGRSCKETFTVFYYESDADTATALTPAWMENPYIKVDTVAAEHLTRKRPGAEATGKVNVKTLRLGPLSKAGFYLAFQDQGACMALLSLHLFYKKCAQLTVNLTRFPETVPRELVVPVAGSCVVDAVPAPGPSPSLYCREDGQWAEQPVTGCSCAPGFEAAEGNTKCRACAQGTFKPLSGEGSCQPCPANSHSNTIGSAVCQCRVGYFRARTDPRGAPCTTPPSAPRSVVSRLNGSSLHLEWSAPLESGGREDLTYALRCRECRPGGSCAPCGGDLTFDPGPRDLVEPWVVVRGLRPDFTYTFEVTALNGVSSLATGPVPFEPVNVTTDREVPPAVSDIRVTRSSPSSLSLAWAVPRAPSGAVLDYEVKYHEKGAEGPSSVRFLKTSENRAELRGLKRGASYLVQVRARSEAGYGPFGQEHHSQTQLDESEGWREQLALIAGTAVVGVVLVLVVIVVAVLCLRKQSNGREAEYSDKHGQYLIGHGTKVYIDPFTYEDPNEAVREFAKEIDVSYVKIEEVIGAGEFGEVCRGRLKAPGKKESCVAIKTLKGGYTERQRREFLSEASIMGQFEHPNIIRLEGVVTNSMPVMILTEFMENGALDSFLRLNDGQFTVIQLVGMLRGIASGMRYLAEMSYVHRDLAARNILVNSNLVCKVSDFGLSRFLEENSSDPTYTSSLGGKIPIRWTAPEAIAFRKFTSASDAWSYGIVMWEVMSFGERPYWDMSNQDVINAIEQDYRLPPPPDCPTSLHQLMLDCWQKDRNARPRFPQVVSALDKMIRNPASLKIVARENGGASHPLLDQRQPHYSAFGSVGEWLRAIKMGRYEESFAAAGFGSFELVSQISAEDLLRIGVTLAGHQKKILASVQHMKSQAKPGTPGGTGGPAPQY
Pyk2 oligo antag: blocks oligomerization of human Pyk2 in cells. Q14289. Q293 cells, Pyk2 FERM NanoBiT luminescence; active compounds read low. z-score (the deposit names both 25 µM and 10 µM). 99,000 compounds, 0.83% hits;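 active = Z-score of -3 or lower, scaled per plate to the spread of control and sample wells; inactive = z-score above -3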;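 note: negative z-score means lost luminescence so less FERM oligomerization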
* marks the source's active call; other numbers are inactive results; . = no result given.

SMILES | CYP2C9 activ | E coli WT exp | CYP2C19 activ | CYP2C9 inh | PostGolgi yeast | CYP2C19 inhib | PLAP act | EphB4 ephrin blk | Pyk2 oligo antag
COC(=O)c1ccc(CN(C(C)=O)c2ccccc2)o1 | 1 | -3 | 0.3 | 2 | -6 | 69* | 0.9 | -3 | 0.15
CSc1nsc(/C=C/Nc2cccc(Cl)c2)c1C#N | 0.3 | -4 | 0.8 | 65* | -1 | 20 | 1.1 | 0 | -0.57
COCCn1c(=O)[nH]c2cc(C(=O)NCC3CCCO3)ccc2c1=O (stereo not drawn) | 1 | 7 | 1 | 2 | 3 | -4 | 1 | 1 | 0.11
Cc1cc(C(=O)CSc2nc(N)cc(N)n2)c(C)n1CCc1ccc(F)cc1 | 0.5 | 0 | 0.2 | 53* | -2 | 76* | 1.1 | -1 | -0.72
O=C(CN1CCOCCOCCN(CC(=O)Nc2ccccc2)CCOCC1)Nc1ccccc1 | 0.7 | 0 | 0.8 | 30 | 30* | 19 | 1.9 | 6 | 1.1
O=C1c2cccnc2C(O)N1Cc1cccs1 (stereo not drawn) | 0.9 | 4 | 0.9 | 9 | 7 | 11 | 0.9 | 3 | 0.86
Cc1ccc(CSc2nnc(-c3cccnc3)o2)cc1 | 0.4 | 7 | 0.3 | 58* | 16 | 70* | 1.1 | -6 | 1.8
COc1ccc(NC(=O)CCN2CCCC(C)C2)cc1 (stereo not drawn) | . | -5 | . | . | 4 | . | . | 2 | 0.3
Cc1ccc(OCC(=O)NNC(=O)C2CCN(c3nc(C)cc(C)n3)CC2)cc1 | 1 | -9 | 0.9 | 0 | 5 | 12 | 1.3 | 6 | -0.14
COc1cc(-c2nc(-c3ccccc3)c(-c3cccs3)[nH]2)cc(OC)c1O | 0.2 | 0 | 0.4 | 82* | 10 | 61* | 1.9 | 8 | -0.04
O=C(NCC(=O)N(CCN1CCOCC1)C(C(=O)NC1CCCC1)c1cccs1)c1ccco1 (stereo not drawn) | 0.9 | -2 | 1 | 7 | -1 | 1 | 1.2 | -6 | 0.33
CCC(Sc1nc(C)cc(=O)[nH]1)C(=O)Nc1nc(-c2ccccc2)cs1 (stereo not drawn) | 0.1 | -1 | 0.3 | 88* | 22 | 71* | 1.7 | 3 | 0.41
CC(=O)c1cccc(NC(=O)c2csc(-n3nc(C)cc3C(F)(F)F)n2)c1 | 0.4 | -8 | 0.5 | 56* | -1 | 51* | 1.1 | 0 | 0.49
Cc1ccccc1OCC(=O)N/N=C/c1cccn1C | 1 | -8 | 0.7 | -4 | 0 | 29 | 0.9 | -6 | -0.03
CC(C)NC(=O)CSc1nnc(-c2ccco2)n1N | 1.1 | -3 | 1 | -12 | -2 | -3 | 0.9 | -1 | 0.28
COc1ccc(NC(=S)N2C3CCC2CC(NC(=O)NC24CC5CC(CC(C5)C2)C4)C3)c(OC)c1 (stereo not drawn) | 0.7 | 0 | 0.6 | 25 | -11 | 43 | 2.5* | 3 | 1
O=C(NC1CCCCC1)N1CCC(c2nc(-c3ccc(S(=O)(=O)N4CCCC4)cc3)no2)CC1 | 0.9 | -12 | 0.7 | 13 | -2 | 30 | 1 | 3 | -0.73
COc1ccc2nc(NC(=O)c3ccoc3C)sc2c1 | 0.9 | -11 | 0.7 | 8 | -2 | 26 | 1 | 2 | -0.61
COc1ccc(CNC(=O)c2ccc(S(=O)(=O)N3CCCC3)cc2)cc1OC | 0.5 | -1 | 1 | 48 | 1 | 4 | 1.6 | 6 | 1.7
NC(=O)C1CC(=O)N(Cc2ccc3c(c2)OCO3)C(=Nc2ccccc2)S1 (stereo not drawn) | 0.5 | -1 | 0 | 52* | -3 | 96* | 0.9 | -1 | -0.66

Profiles, quoted from the list. Order of values: CYP2C9 activ, E coli WT exp, CYP2C19 activ, CYP2C9 inh, PostGolgi yeast, CYP2C19 inhib, PLAP act, EphB4 ephrin blk, Pyk2 oligo antag
CC(=O)c1cccc(NC(=O)c2csc(-n3nc(C)cc3C(F)(F)F)n2)c1 across the screens: 0.4, -8, 0.5, 56*, -1, 51*, 1.1, 0, 0.49
Cc1ccc(CSc2nnc(-c3cccnc3)o2)cc1 across the screens: 0.4, 7, 0.3, 58*, 16, 70*, 1.1, -6, 1.8
Cc1cc(C(=O)CSc2nc(N)cc(N)n2)c(C)n1CCc1ccc(F)cc1 across the screens: 0.5, 0, 0.2, 53*, -2, 76*, 1.1, -1, -0.72
CSc1nsc(/C=C/Nc2cccc(Cl)c2)c1C#N across the screens: 0.3, -4, 0.8, 65*, -1, 20, 1.1, 0, -0.57
NC(=O)C1CC(=O)N(Cc2ccc3c(c2)OCO3)C(=Nc2ccccc2)S1 (stereo not drawn) across the screens: 0.5, -1, 0, 52*, -3, 96*, 0.9, -1, -0.66

Continuation:
SMILES | CYP2C9 activ | E coli WT exp | CYP2C19 activ | CYP2C9 inh | PostGolgi yeast | CYP2C19 inhib | PLAP act | EphB4 ephrin blk | Pyk2 oligo antag
Cc1ccc(NC(=O)CS(=O)Cc2nc(-c3ccc(C)cc3)oc2C)cc1 (stereo not drawn) | 0.4 | -14 | 0.6 | 60* | -2 | 36 | 1.1 | 1 | .
Cc1ccc(C(=O)Nc2nnc(-c3cccs3)s2)cc1C | 1 | -9 | 1.1 | 2 | 0 | -9 | 1 | 9 | -0.18
CC1CCCN(C(=O)Nc2cccc(NC(=O)N3CCCC(C)C3C)c2)C1C (stereo not drawn) | 0.6 | 7 | 0.8 | 37 | -9 | 19 | 1.5 | -3 | 0.53
Cc1ccc(N(CC(=O)NC2CCCCC2)C(=O)c2ccc(C)s2)cc1 | 0.4 | 7 | 0.7 | 60* | -9 | 31 | 1.1 | 1 | -1.1
Nc1nonc1-n1nncc1-c1ccccc1 | 1 | 14 | 0.8 | 4 | -10 | 16 | 1.1 | -10 | -0.34
CC12CCC(C(N)=O)(c3nc4ccccc4nc31)C2(C)C (stereo not drawn) | 1 | -1 | 0.8 | -3 | 0 | 21 | 0.8 | -11 | 0.08
CS(=O)(=O)N(CC(=O)N1CCN(Cc2ccc3c(c2)OCO3)CC1)Cc1ccc(Cl)cc1 | 0.4 | -5 | 0.5 | 62* | -1 | 46 | 1.6 | 1 | 0.29
CC(=O)c1cccc(NC(=O)c2ccncc2)c1 | 0.3 | 3 | 0.3 | 68* | -8 | 75* | 0.8 | 5 | -0.54
CC(Sc1nnc(C(F)(F)F)n1C)C(=O)NC(N)=O (stereo not drawn) | 1 | 2 | 1 | 4 | 2 | -4 | 1.1 | 3 | -0.17
O/N=C(\c1ccc(Cl)cc1)c1ncc(C(F)(F)F)cc1Cl | 0.1 | 16 | 0 | 86* | 1 | 98* | 0.6 | 3 | 1.6
Cc1cccc(Cn2c(C(C)(C)C)cc3cccnc32)c1 | 1 | -1 | 0.9 | -5 | 7 | 9 | 0.7 | 1 | 0.52
O=[N+]([O-])c1cc(C(F)(F)F)ccc1NCCc1c[nH]c2ccc(O)cc12 | 0.3 | 1 | 1 | 75* | 29 | 4 | 0.5 | 1 | -1.1
C(=N\Nc1ccccc1)/c1ccc(N2CCOCC2)cc1 | 0.9 | -7 | 0.8 | 14 | 2 | 19 | 1.2 | -13 | 1
COC(=O)c1ccc(NC(=O)c2sc3nc(-c4ccccc4)cn3c2C)cc1 | 0.7 | -14 | 0.8 | 28 | 17 | 19 | 1 | 1 | -3.8*
CCOCCCNC(=O)C(NC(=O)C1CCC(=O)N1)c1ccc(C)cc1 (stereo not drawn) | 1.1 | 2 | 1.2 | -11 | 3 | -24 | 1.1 | 2 | 0.85
CC1(C)CC2(CCO1)OC(=O)CC2C(=O)NCc1ccccc1 (stereo not drawn) | 1 | -8 | 0.9 | -4 | 2 | 9 | 0.9 | 2 | 0.04
CCCn1c(SCC(=O)NC(=O)NCc2ccco2)n[nH]c1=O | 0.8 | 1 | 0.9 | 21 | 0 | 9 | 1.5 | -2 | .
Cc1cc(NC(=O)C2C3C(=O)N(CCC(C)C)C(C(=O)NCc4ccccc4)C34C=CC2(C)O4)no1 (stereo not drawn) | 0.9 | -5 | 1.1 | 9 | 1 | -13 | 1.3 | 1 | 0.05
CCN(CC)c1ccc(C(=O)OCc2cc(=O)oc3cc(O)ccc23)cc1 | 2* | -16 | 0.1 | -100 | -5 | 94* | 1.2 | -2 | -3.1*
CCOC(=O)c1ccccc1NC(=O)CSc1nnc(Cc2cccn2C)n1-c1ccc(F)cc1 | 0.4 | -7 | 0.8 | 57* | -4 | 24 | 1 | -3 | 0.65
COC(=O)c1ccc(OC(=O)c2nn(C)cc2Cl)c(OC)c1 | 0.4 | 5 | 0.3 | 59* | -6 | 68* | 1.3 | . | -0.52
COc1ccccc1-n1cnc2cc(NCc3ccco3)ccc21 | 2* | 14 | 0.1 | -101 | 11 | 93* | 1.5 | 9 | 0.16
C=CCNC(=S)N/N=C/c1ccc(OCc2ccccc2Cl)cc1 | 0.8 | -13 | 1.1 | 17 | 0 | -14 | 0.9 | 6 | 0.54
Cn1c(=O)n(C)c2cc(S(=O)(=O)NCCO)ccc21 | 1.4 | -1 | 1.2 | -43 | 14 | -21 | 1.1 | 0 | 0.26
COc1ccccc1NC(=O)C1C2C=CC3(CN(Cc4cccnc4)C(=O)C13)O2 (stereo not drawn) | 0.8 | 4 | 0.9 | 20 | 8 | 14 | 1 | -8 | .
Cc1cc2occ(CC(=O)NC3=NCCS3)c2cc1C(C)C | 1.2 | 0 | 0.7 | -20 | -2 | 26 | 1 | -2 | -1.1
CSc1ccc(C(=S)N2CCN(C(c3ccccc3)c3ccccc3)CC2)cc1 | 0.7 | -15 | 0.9 | 30 | -5 | 7 | 1 | 0 | -0.81
CC(OC(=O)C1CCCO1)C(=O)NC1CCCC1 (stereo not drawn) | 0.9 | 6 | 0.8 | 11 | 7 | 24 | 0.9 | -1 | 0.33
CCc1ccc2oc(-c3cc(N=Cc4cccc(OC)c4O)ccc3O)nc2c1 | 0.7 | -6 | 0.9 | 28 | 9 | 8 | 1.3 | -2 | .
CCSc1nc(C)cc(Oc2ccc(=O)n(C)n2)n1 | 1 | 2 | 0.9 | 0 | -7 | 11 | 0.9 | -9 | 0.98
CCN(CC)CCn1c(NCc2cccc(OC)c2OC)nc2ccccc21 | 0.9 | 2 | 1 | 8 | 3 | -2 | 1.4 | -5 | 0.27
CN(CC(=O)N1CCN(c2ccccc2F)CC1)S(=O)(=O)c1cnc[nH]1 | 0 | 2 | 0 | 100* | 16 | 99* | 1.5 | 2 | 2.2
CC(C)OC(=O)C1C(=O)CC(C)(O)C(C(=O)OC(C)C)C1c1ccc(F)cc1 (stereo not drawn) | 0.7 | 0 | 0.2 | 26 | -3 | 77* | 1.1 | 5 | 0.09
CC(=O)N1CC2(C)CN(C(C)=O)CC(C)(C1)C2=O | 1 | . | 0.2 | 0 | . | 79* | 1 | . | 0.28
Cc1ccc(NC2c3ccccc3C(=O)N2CCN2CCOCC2)cc1 (stereo not drawn) | 0.7 | 1 | 0.2 | 27 | 1 | 82* | 1.6 | 7 | .
CCN(CC)C(=O)CSC(=Nc1ccccc1F)NC#N | 0.6 | 2 | 0.6 | 36 | 3 | 44 | 1.2 | 2 | -0.91
Cc1cc(N2CC34C=CC(O3)C(C(=O)O)C4C2=O)no1 (stereo not drawn) | 1.3 | 1 | 1.1 | -25 | 6 | -11 | 1.1 | -1 | -0.57
CCOC(=O)c1cc2sccc2n1CCCN1C(=O)c2ccccc2C1=O | 0.3 | -23 | 0.7 | 69* | -4 | 32 | 1.3 | -10 | -0.66
O=C(N/N=C/c1ccc(Cl)cc1)c1cc2c(s1)-c1ccccc1CC2 | 0.8 | -9 | 1 | 17 | -7 | -1 | 0.8 | -1 | 0.03
CCn1ncc(Br)c1C(=O)Nc1nccs1 | 0.7 | 8 | 0.7 | 33 | 2 | 28 | 1 | 6 | -0.28
O=C(C1Cc2ccccc2O1)N1CCCCC1 (stereo not drawn) | 1.2 | -12 | 0.8 | -19 | -4 | 25 | 0.8 | 2 | 0.2
